# HTRA1 inh: HTRA1 (human) protease inhibition; 340,000 tested, 0.5% active; recombinant HTRA1, FP-rhodamine activity-based probe, fluorescence polarization; Q92743; inhibition, % at 5.96 µM; in the data active = inhibition above about 36%;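 also: 0% = enzyme with DMSO and 100% = wells lacking enzyme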
# LEDGF integ inh: blocks HIV-1 LEDGF/p75-dependent DNA integration. TR-FRET IN-LEDGF/p75 DNA integration, Eu/Cy5. inhibition, % at 3.7 µM. 370,000 tested, 0.64% active. AID 743269;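 active = inhibition above the screen-wide mean plus 3 SD, cut at about 13% in these data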;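 also: signal is the Cy5 over europium emission ratio at 671 and 618 nm; 0% = plate median of compound wells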
# TDP2 absorb: blocks human TDP2 phosphodiesterase activity; O95551; recombinant TDP2, T5PNP hydrolysis, p-nitrophenol absorbance 415 nm; inhibition, % at 12.8 µM; 370,000 tested, 0.34% active;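 active = inhibition above the mean of all tested compounds plus 3 SD, set per campaign, cut at about 25% in these data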;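 also: 0% = DMSO with enzyme and 100% = buffer with substrate but no TDP2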
# Target sequence (O95551 whole entry, looked up): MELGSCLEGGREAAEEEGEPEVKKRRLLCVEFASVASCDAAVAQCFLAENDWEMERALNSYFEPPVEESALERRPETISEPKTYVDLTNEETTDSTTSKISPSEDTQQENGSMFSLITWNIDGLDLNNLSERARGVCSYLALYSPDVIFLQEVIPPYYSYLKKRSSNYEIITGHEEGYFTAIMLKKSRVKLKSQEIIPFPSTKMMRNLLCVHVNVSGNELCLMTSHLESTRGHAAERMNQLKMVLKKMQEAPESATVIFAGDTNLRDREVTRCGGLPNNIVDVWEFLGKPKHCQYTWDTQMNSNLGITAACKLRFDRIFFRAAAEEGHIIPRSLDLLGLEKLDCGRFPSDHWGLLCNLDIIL
#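 Test system: human TDP2 enzyme; Input: 120 nM TDP2 per well; Buffer or medium: Mg2+-containing Tris-HCl buffer, pH 7.5; Reagent: 5 mM T5PNP; Dosing: 12.8 µM single point, 1% DMSO; Incubation: reaction 2 h, 37 °C; Detection: p-Nitrophenol epi absorbance; Read-out: % inhibition relative to enzyme-containing and enzyme-free wells; Replicates: single well per compound.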
# SIAE inh: blocks human sialic acid acetylesterase; SIAE FP-Rh probe binding, fluorescence polarization; inhibition, % at 9.66 µM; 370,000 tested, 0.69% active; AID 1053197;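 active = inhibition above a cutoff: mean of compounds within the control limits plus 3 SD of those, cut at about 17% in these data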;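 also: 0% = plate median of compound wells and 100% = probe without SIAE protein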
# PRMT1 inh: inhibitors of human PRMT1; recombinant PRMT1, activity-based probe fluorescence polarization; Q99873; 370,000 tested, 1.3% active; inhibition, % at 2.79 µM;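 active = inhibition above about 21% made by adding two undisclosed values, limit read from the data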
# Target sequence (Q99873 whole entry, looked up): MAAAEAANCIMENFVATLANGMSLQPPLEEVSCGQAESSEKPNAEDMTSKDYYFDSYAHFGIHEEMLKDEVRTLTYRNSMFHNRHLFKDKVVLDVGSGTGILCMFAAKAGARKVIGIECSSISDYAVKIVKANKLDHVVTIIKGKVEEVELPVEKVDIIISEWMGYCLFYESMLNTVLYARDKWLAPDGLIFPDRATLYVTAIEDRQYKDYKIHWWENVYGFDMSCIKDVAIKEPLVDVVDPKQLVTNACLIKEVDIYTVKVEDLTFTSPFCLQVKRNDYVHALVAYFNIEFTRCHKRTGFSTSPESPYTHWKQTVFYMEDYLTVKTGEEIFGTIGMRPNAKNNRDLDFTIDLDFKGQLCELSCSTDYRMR
# TCR-CD3 inh: human TCR-CD3 binding inhibition | TAMRA-labeled TCR probe fluorescence, biochemical | inhibition, % at 9.4 µM | 360,000 tested, 0.37% active; in the data active = inhibition above about 19%;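 also: recombinant mutant TCR 2C K166C tagged with TAMRA read by polarization; 0% = receptor in buffer alone and 100% = receptor with positive control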
# MBD2 inh: inhibitors of human MBD2 binding to methylated oligonucleotide. TR-FRET. inhibition, % at 4.4 µM. 370,000 tested, 0.31% active; in the data active = inhibition above about 13%
# rCAG binder: molecules binding r(CAG) RNA repeats | r(CAG) RNA repeat, TO-PRO-1 dye displacement fluorescence | inhibition, % at 3 µM | 370,000 tested, 1.3% active | AID 651821;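 active = inhibition above the plate cutoff, the mean of all test compounds on that plate plus 3 SD, cut at about 35% in these data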;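 also: 0% = DMSO alone and 100% = 100 µM mitoxantrone as full dye displacement; higher means more dye released from RNA so lower well fluorescence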
# GC-B act: GC-B (human) receptor activation; 370,000 tested, 0.11% active; HEK293-GC-B cells, CNP EC30, cGMP TR-FRET; 0% at EC30 CNP, 100% saturating CNP; AID 1920062; P20594; activation, % at 10 µM;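 active = activation at 10 µM reaching about 35% in either raw or pattern-adjusted values, limit read from the data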
# ABHD4 inh: inhibits mouse alpha/beta hydrolase domain 4 | Q8VD66 | purified mABHD4, FP-Rh probe fluorescence polarization | inhibition, % at 8.92 µM | 370,000 tested, 0.54% active | AID 720543;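 active = inhibition exceeding the mean over every tested compound plus 3 SD, cut at about 30% in these data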;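 also: 0% = plate median of compound wells and 100% = S159A mutant with DMSO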
# Target sequence (Q8VD66 whole entry, looked up, the tested form may be a part): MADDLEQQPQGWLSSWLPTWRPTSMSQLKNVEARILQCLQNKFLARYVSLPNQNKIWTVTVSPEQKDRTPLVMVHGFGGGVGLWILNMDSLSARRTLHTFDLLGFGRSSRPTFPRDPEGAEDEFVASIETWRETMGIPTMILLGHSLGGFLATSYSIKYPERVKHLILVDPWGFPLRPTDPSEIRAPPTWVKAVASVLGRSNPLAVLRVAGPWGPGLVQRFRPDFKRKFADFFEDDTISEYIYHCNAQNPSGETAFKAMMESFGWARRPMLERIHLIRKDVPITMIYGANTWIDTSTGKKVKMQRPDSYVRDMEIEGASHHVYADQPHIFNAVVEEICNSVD
#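 Assay system: Wild-type mouse ABHD4 protein | Medium: HEPES pH 7.0 buffer, 150 mM NaCl, 0.01% Pluronic F-127 | Incubation: Enzyme–compound pre-incubation 45 min, then probe 60 min, both 25 °C | Technique: Fluorescence polarization with parallel and perpendicular emission, 525/598 nm | Evaluation: % inhibition of FP-Rh probe binding versus controls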
# Numbers without * were called inactive; · = not tested or not shown. This is a subset. The share of hits here may be higher or lower than overall.
item	SMILES	HTRA1 inh	LEDGF integ inh	TDP2 absorb	SIAE inh	PRMT1 inh	TCR-CD3 inh	MBD2 inh	rCAG binder	GC-B act	ABHD4 inh
1	CC(C)CNC(=O)c1cccc(NC(=O)CSc2ccccc2)c1	-5	-1	3	-4	1	4	5	-6	2	10
2	CSc1ncccc1C(=O)NCC1CCCCC1	2	4	4	0	-3	5	-3	-2	3	-1
3	CC(=O)N1N=C(c2cccs2)CC1c1ccc(Br)cc1 (centres undefined)	-9	3	-2	0	-3	3	-5	-4	-22	-8
4	O=C(COc1ccc2c3c(c(=O)oc2c1)CCCC3)NCCCN1CCOCC1	-3	-1	-7	2	5	-5	-2	-6	-4	8
5	Cc1c(C2Nc3ccccc3C(=O)N2O)cnn1C (centres undefined)	0	-4	-17	1	3	0	3	-2	0	-1
6	CCN(CC)C(=O)CN1C(=O)C2(OCC(C)(c3ccccc3)CO2)c2ccccc21 (centres undefined)	-16	-3	6	0	0	-1	0	-8	2	0
7	Cc1ccccc1NC1=C(Cl)C(=O)OC1OC(C)C (centres undefined)	-1	1	0	-1	1	1	6	-2	0	13
8	CC1CCN(C(=O)c2[nH]cnc2C(=O)N[C@@H](C)c2ccccc2)CC1	6	-1	-12	-2	-3	6	1	-6	6	3
9	CN(C)c1ccc(/C=C/C(=O)c2ccc(O)cc2)cc1	-24	6	-16	-22	-18	-12	-14	4	-5	-59
10	CN(C)S(=O)(=O)c1ccc(Cl)c(C(=O)Nc2nc3ccccc3[nH]2)c1	-2	-2	3	-2	0	-3	2	3	-4	2
11	CC(C)CN1C(=O)C(=O)N(CC(=O)Nc2cc(Cl)ccc2Oc2ccccc2)C1=O	-14	3	-26	-7	10	-4	7	12	-2	-27
12	Cc1ccc(S(=O)(=O)NNC(=O)C2CCN(S(=O)(=O)c3ccc(C)cc3)CC2)cc1	-3	-3	6	-4	-1	3	1	-1	9	3
13	CN1C(=O)[C@@]2(C3=C(CCCC3=O)OC3=C2C(=O)CC(C)(C)C3)c2ccccc21	·	-3	-1	6	-1	9	0	3	0	6
14	COc1cc(NC(=O)[C@@H](Cc2ccccc2)NC(=O)[C@H]2O[C@@H](n3ccc(=O)[nH]c3=O)[C@H](O)[C@@H]2O)cc(OC)c1OC	·	0	-1	-6	3	-2	0	1	0	-1
15	CCOCCn1c(C)c(C(=O)OCC)c2cc(O)c3ccccc3c21	-2	1	-1	5	3	0	1	5	3	24
16	COc1cc2ccccc2cc1C(=O)Nc1ccc2oc(=O)ccc2c1	-6	-2	5	-19	0	2	0	7	-1	-4
17	COc1ccc(S(=O)(=O)N2CN(Cc3ccco3)c3nc4ccccc4nc32)cc1	30	-2	-6	-3	9	9	-3	17	6	-1
18	N#Cc1nc(-c2cccs2)oc1N1CCN(Cc2ccccc2)CC1	-21	1	4	0	-3	3	1	-8	-6	-1
19	CC(C)C(c1nnnn1Cc1ccc(F)cc1)N1CCN(Cc2ccc3c(c2)OCO3)CC1 (centres undefined)	2	0	-13	3	-1	6	3	-11	1	1
20	CCOc1cc2c(cc1OCC)C(c1ccccc1OC)OC(=O)C2 (centres undefined)	1	0	4	-3	-2	0	-5	-1	3	-5
21	C#CCn1c(=NC(=O)c2cccs2)sc2cccc(OCC)c21	-12	-2	9	-7	-2	2	-2	5	-3	3
22	CCC(C)(NC(=O)c1ccccn1)C(=O)NC1CCCCC1 (centres undefined)	4	-6	0	8	0	2	2	-5	-2	2
23	O=C1C(=Cc2cn(-c3ccccc3)nc2-c2ccc(OCc3ccccc3F)cc2)SC(=S)N1CCS(=O)(=O)O	·	1	0	-78	18	13	3	72*	-6	-94
24	O=C(Nc1cc(S(=O)(=O)N2CCCC2)ccc1OCC(F)(F)F)c1ccncc1	4	-2	7	3	-1	3	-2	-3	2	4
25	CC(C)c1nc(SCC(=O)Nc2c[nH]c(=O)[nH]c2=O)c2cnn(-c3ccccc3)c2n1	3	-3	0	-16	2	2	1	3	1	2
26	CC(Nc1ccc(Br)cc1)C(=O)NC(=O)NC1CCCCC1 (centres undefined)	-9	4	-10	3	-6	4	-4	2	2	4
27	O=C(CCN1C(=O)C2C3C=CC(C3)C2C1=O)Oc1ccc2ccccc2c1 (centres undefined)	-1	-2	0	-1	-2	2	-1	-5	3	-3
28	CCCc1cc(=O)oc2cc(C)cc(OC(C)C(=O)NCC3CCC(C(=O)O)CC3)c12 (centres undefined)	-1	-3	7	-4	1	-3	3	6	-4	13
29	CC(C)(C)NC(=S)N/N=C\c1ccc(-c2ccc([N+](=O)[O-])cc2)o1	·	-2	6	10	5	1	-3	8	-2	6
30	CC(NC(=O)Nc1ccc(F)cc1)c1ccc2c(c1)OCO2 (centres undefined)	-4	3	3	2	1	8	-2	-1	2	-7
31	CC(=O)N1Cc2cc(C(=O)NCc3cccc(F)c3)nc(-c3cccc(C4=CCCCC4)c3)c2[C@H]1CCO	·	-1	3	-5	1	5	1	9	0	-8
32	O=c1[nH]cnc2scc(-c3ccccc3)c12	-1	0	15	-7	1	6	-6	2	-8	0
33	COc1ccc(C2=C(C=C(C#N)C#N)C(c3ccccc3C)c3ccccc3O2)cc1OC (centres undefined)	-43	1	-3	-3	-1	-4	-4	1	-7	-8
34	Cn1c(=O)[nH]c(=O)c2[nH]c(CN3CCN(Cc4ccccc4)CC3)nc21	5	-4	0	2	-4	3	0	1	2	2
35	Cc1ccc(C(=O)N/N=C\c2cc3c(cc2Br)OCO3)s1	-6	-3	-9	-19	3	-4	7	4	12	-18
36	Cc1ccc(SCc2cn3c(C)cc(C)nc3n2)cc1	5	-2	-2	2	-3	0	4	-3	2	1
37	CCOc1ccc(CCNS(=O)(=O)c2c(C)nc3sccn3c2=O)cc1OCC	·	-2	2	0	6	-10	4	1	-5	1
38	COCC(C)n1c(SCC(=O)N2CCOCC2)nc2ccccc2c1=O (centres undefined)	7	-1	8	2	-4	-3	-1	2	1	-7
39	COC(=O)N/N=C/c1ccc(/C=N/NC(=O)OC)cc1	3	1	8	0	0	4	-4	3	3	6
40	CCCC[C@@H]1CC2=C(C(=O)OC(C)(C)O2)[C@@H](c2ccc(Cl)cc2)O1	·	5	2	-7	-2	4	-7	-2	-4	-5
41	COc1cc2c(cc1OC)C1(Nc3c-2c(-c2ccccc2)nn3-c2ccccc2)C(=O)Nc2ccccc21 (centres undefined)	-35	0	-8	2	-1	4	2	13	-7	-17
42	C=CCn1c(COc2cccc(C)c2)nnc1SCC(=O)NC(=O)NCc1ccco1	1	1	8	1	6	-4	3	-2	0	8
43	Cc1csc2c(=O)sc(NC(=O)c3ccco3)nc12	8	3	-5	-11	0	-3	0	4	-1	7
44	CN(C)/C=C/C(=O)c1ccc(Cl)cc1	-15	-2	3	-9	-3	9	-2	3	0	-5
45	O=C(COC(=O)C1CCC(=O)N1)Nc1ccccc1OC(F)F (centres undefined)	4	0	5	-2	-2	10	1	2	5	2
46	CCC(c1nnc(SCC(=O)NNC(=O)c2ccccc2)n1Cc1ccccc1)N(C)C (centres undefined)	5	-2	-8	9	-1	1	-3	-1	-2	-1
47	C=CC[C@@H](CC(=O)NCCO)C(=O)NCCOC(=O)[C@@H](CC=C)Cc1ccc(F)cc1	12	-1	-2	0	1	2	-3	1	3	2
48	Cc1cc(C)c(C#N)c(OCC(=O)c2ccc(Br)cc2)n1	-19	1	-4	-5	-1	-2	0	-2	-2	-4
49	COc1cc(OC)cc(-c2c(-c3ccc(F)cc3)c3cc(-c4cnc(OC)nc4)ccc3n2C)c1	-12	3	6	1	-4	14	-6	5	4	4
50	Cc1cccc(CN2CCN(CC(=O)NCCCN3CCCC3=O)C2=O)c1	1	-3	12	1	-3	-1	-4	-2	6	1

# Exported with one line to a screen: two of the compounds above
42	C=CCn1c(COc2cccc(C)c2)nnc1SCC(=O)NC(=O)NCc1ccco1
43	Cc1csc2c(=O)sc(NC(=O)c3ccco3)nc12
entry no.	42	43
HTRA1 inh	1	8
LEDGF integ inh	1	3
TDP2 absorb	8	-5
SIAE inh	1	-11
PRMT1 inh	6	0
TCR-CD3 inh	-4	-3
MBD2 inh	3	0
rCAG binder	-2	4
GC-B act	0	-1
ABHD4 inh	8	7

# Other results follow:
item	SMILES	HTRA1 inh	LEDGF integ inh	TDP2 absorb	SIAE inh	PRMT1 inh	TCR-CD3 inh	MBD2 inh	rCAG binder	GC-B act	ABHD4 inh
51	O=c1c2[nH]cnc2n(-c2ccccc2)c(=O)n1Cc1ccccc1	-10	0	3	-9	4	-6	6	0	-1	3
52	Cc1cc(C)n(CC(=O)N/N=C/c2cc([N+](=O)[O-])ccc2O)n1	7	-16	-16	1	-3	0	-3	5	-2	6
53	COc1cccc(C(c2nnnn2CCc2ccccc2)N2CCN(c3ccccc3)CC2)c1OC (centres undefined)	-8	-3	-8	6	3	-1	10	3	0	-21
54	CN1CCN(C(=O)CSc2nnc(COc3ccccc3)o2)CC1	2	0	1	-5	-5	1	-1	2	4	5
55	Clc1ccccc1-c1cnc2sc(NCc3ccc4c(c3)OCO4)nn12	·	-4	-1	-5	0	-6	3	8	3	-9
56	CCCCCCCCN1C(=O)[C@H](CC(=O)NCc2ccc(OC)c(OC)c2)C[C@@]2(C(=O)OC)CC(C)(C)CC=C12	·	5	-2	-4	-2	-4	0	9	-1	-9
57	CCCCN(C(C)=O)C1CC(=O)N(c2ccc(OCCC)cc2)C1=O (centres undefined)	0	4	29*	-6	-4	3	0	-6	0	0
58	Cc1csc(NC(=O)CSc2nnc(C)c(=O)n2N)n1	-2	2	4	0	-4	9	3	-1	5	-1
59	COc1ccc(NC(=O)c2ccc(OCc3c(C)noc3C)c(OC)c2)cn1	-3	1	-5	1	-1	-7	-4	-7	0	2
60	CCCCNC(=O)C1(C)CCCCN1C(=O)c1ccc(C)c(F)c1 (centres undefined)	·	5	-4	-1	-2	-6	2	2	3	-3
61	COc1ccc(NS(=O)(=O)c2cccc(C(=O)NN=C(C)c3ccco3)c2)cc1	-34	0	-7	-19	-3	-1	-6	12	-3	-38
62	COc1ccc(-c2cn(-c3ccc(OC)cc3)c3[n+]2-c2ccccc2CC3)cc1	-4	-2	8	6	-2	4	2	7	7	-4
63	CCN(CC)S(=O)(=O)c1ccc2c(c1)nc(CCC(=O)Nc1ccc(N3CCOCC3)cc1)n2C	1	2	-12	0	2	-6	-4	11	-1	0
64	COc1cc(S(=O)(=O)N2CCN=C2c2ccccc2)c(OC)cc1Cl	-2	1	-11	-3	-6	-5	-2	-2	8	0
65	S=C(Nc1ccc(N2CCOCC2)cc1)Nc1ccc2nc(-c3ccco3)c(-c3ccco3)nc2c1	48*	27*	14	21*	43*	9	-3	-13	-6	38*
66	CC(C)c1ccc(NC(=O)CSc2nnc(-c3ccco3)n2C)cc1	·	-5	2	0	4	·	0	2	-1	0
67	COc1ccc(N2C(=O)c3n[nH]c(C(C)C)c3C2c2ccc(F)cc2)cc1 (centres undefined)	·	2	1	3	-2	7	-5	0	-24	-2
68	O=C(CSc1nnc(-c2cccnc2)n1-c1ccccc1)Nc1ccc2c(c1)OCO2	2	1	10	3	-1	-11	-4	-2	-6	-1
69	CCCNC(=O)CS(=O)Cc1nc(-c2ccccc2C)oc1C (centres undefined)	-7	2	2	-5	2	4	-5	1	-1	4

# Screening results: PubChem BioAssay, several laboratories
